Screens (PubChem)
HIV peptide binding: inhibitors of HIV fusion peptide binding, primary screen, biochemical, uHTS, fluorescence dequenching (AID 1986); hit rate 0.3% among 290,000; cell-free peptide binding, fluorescence dequenching, 30 min; higher % means a stronger effect; one-dose inhibition, % at 20 µM; IC50 in µM for titrated hits; in the data active means inhibition mostly above about 52%, no sharp cut-off; inactive means mostly below about 76%; further: some results filed as inactive read as strong as hits
HEK293 NOD2/NF-kB: NOD2 signaling inhibitors, cell-based, luminescence, uHTS, HEK293 (AID 1566); HEK293 NOD2/NF-kB luciferase reporter, luminescence; higher % means a stronger effect; one-dose inhibition, % at 4 µM; EC50 in µM for titrated hits; hit rate 0.63% among 290,000; further: many of its hits are not listed in these tables
XIAP antagonists: XIAP antagonists, biochemical, IAP family, fluorescence polarization (AID 1018). XIAP BIR domain, fluorescence polarization peptide displacement; higher % means a stronger effect. one-dose displacement, % at 20 µM; IC50 in µM for titrated hits. hit rate 0.007% among 200,000; in the data active means displacement above about 50%; further: a part of the inactive calls stands beside numbers as strong as those of hits
Dengue-2 NS5 capping: Dengue-2 NS5 methyltransferase inhibitors, primary screen, biochemical, confirmation dose response (AID 588689); Dengue-2 NS5 methyltransferase capping enzyme assay, biochemical; higher % means a stronger effect; hit rate 0.3% among 340,000; inhibition, % at 25 µM, or IC50 in µM where a hit was titrated; in the data active means a potency from the dose series; inconclusive means inhibition above about 29% without an active follow-up result
SIAH1 antagonists: Siah-1 peptide-binding antagonists, primary screen, biochemical, fluorescence polarization, rhodamine-plectin, uHTS (AID 1817); one-dose displacement, % at 20 µM; IC50 in µM for titrated hits; hit rate 0.02% among 290,000; Siah-1 / rhodamine-plectin peptide fluorescence polarization; higher % means a stronger effect;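 active means displacement of at least 50% at 20 µM, with a fluorescence ratio check between 0.3 and a set limit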;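 further: plate controls were Siah plus tracer with DMSO for no effect and tracer alone without Siah for full effect; strong numbers were not always called active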
AID2073: disruptors of CaV2.2 binding to Mint1 – biochemical, HTRF (AID 2073); inhibition, % at 20 µM; hits with a dose series show IC50 in µM; hit rate 0.19% among 290,000; HTRF protein-protein interaction, Mint1-CaV2.2; higher % means a stronger effect; in the data active means inhibition mostly above about 51%, no sharp cut-off; inconclusive means no clear call, values can overlap the other calls; inactive means mostly below about 53%; further: some results filed as inactive read as strong as hits
LYP phosphatase: inhibitors of LYP phosphatase, biochemical, fluorescence intensity, uHTS (AID 1779) | inhibition, % at 11.5 µM, or IC50 in µM where a hit was titrated | recombinant LYP phosphatase, fluorescence intensity; higher % means a stronger effect | hit rate 0.054% among 290,000;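 further: plate controls were vehicle with enzyme for no effect and no enzyme for full effect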
Myeloid diff MLP: promotes myeloid progenitor differentiation | ER-HoxA9 myeloid progenitors, lysozyme-GFP differentiation, flow cytometry | calls only at 10 µM | hit rate 1% among 360,000;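 active means normalized GFP-positive differentiation at or above the plate's own cutoff, the solvent-only control mean plus 3 SD; inconclusive means no clear call, values can overlap the other calls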;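 further: cells exposed to compound for four days before flow analysis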
Hep lipid drop: modulators of hepatic lipid droplet formation; AML12 mouse hepatocytes, oleate lipid droplets, BODIPY imaging; inhibition, % at 6.5 µM; hit rate 0.4% among 240,000; AID 1656;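 active means lipid droplet intensity inhibited by at least 50%, with more than 500 cells counted; inconclusive means wells with under 300 cells, treated as cytotoxic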
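Assay system: AML12 mouse liver cells | Compound dosing: One dose, 6.5 µM compound | Read-out basis: Droplet intensity reduction, % inhibition | Measured by: Fluorescence imaging, 20x objective, two fields per well | Schedule: Overnight treatment with compound plus oleate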
Hep lipid drop cells 6.5 µM: also measured in Hep lipid drop; calls as there; cell count; measured here: cell count, cytotoxicity flag;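 cells counted across two imaged fields per well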
Myeloid diff MLP GFP+ MAC1+ %: further read-out of Myeloid diff MLP, marked with its call; GFP+ MAC1+ double positive, %; measured here: differentiation confirmed by MAC1 staining
Active calls of the source: *; i = inactive; ? = inconclusive; · = not tested or not shown. Unless noted, no stated cut-off is given here; in the data, active means inhibition above about 50%; inactive means the rest. Some of the compounds tested; the hit share may differ from the screen's.

compound | HIV peptide binding | HEK293 NOD2/NF-kB | XIAP antagonists | Dengue-2 NS5 capping | SIAH1 antagonists | AID2073 | LYP phosphatase | Myeloid diff MLP | Myeloid diff MLP GFP+ MAC1+ % | Hep lipid drop | Hep lipid drop cells 6.5 µM
CC(C)CC(c1nnnn1CC1CCCO1)N1CCN(Cc2ccc3c(c2)OCO3)CC1 (configuration not stated) | -1.6% | -5% | -3.7% | -5% | 4% | -10% | -2% | i | 1.4 | -11 | 702
CCCOC(=O)NC(CC)COC(=O)Nc1cccc(C)c1C (configuration not stated) | -1.5% | 18% | 0.6% | -1% | -1% | -5% | -7% | i | 1.5 | · | ·
O=C(c1ccc(Cl)cc1)N1CCC(O)(CSc2ccccc2)CC1 | -0.3% | 17% | 1.2% | 9% | 8% | -4% | -9% | i | 1.0 | 0 | 638
CC(C)(C)OC(=O)N[C@@H](Cc1ccccc1)C(=O)N[C@@H](CO)[C@H](O)[C@@H]1C[C@@H]1C(=O)N1CCCC1 | -0.3% | -5% | · | -4% | 2% | -1% | -13% | i | 1.4 | 4 | 768
COC(=O)C1=C(C(=O)OC)[C@@H]2N(Cc3ccccc3)c3ccccc3[C@@]23C[C@@H](C(=O)OC)N(C(=O)COCc2ccccc2)C3=N1 | -0.7% | -12% | · | 3% | 0% | 19% | 13% | i | 1.5 | · | ·
Cc1cccc(CN2CCC(CNC(=O)CSc3cc(=O)n(C)c4cc(Cl)ccc34)CC2)c1 | 0.5% | 16% | · | -5% | 0% | 6% | 4% | i | 0.2 | -3 | 736
COc1cccc(C(=O)OCC(=O)NCCCc2ccccc2)c1 | -0.3% | -12% | · | 8% | 0% | 6% | -7% | i | 0.3 | · | ·
CCNC(=S)N/N=C(\C)c1ccc2ccccc2c1 | 0.5% | -7% | -1.7% | · | 4% | -8% | 11% | · | · | 8 | 653
CCOc1ccc(-c2c(C(=O)N/N=C/c3ccccc3)nnn2-c2nonc2N)cc1 | 2.7% | 18% | · | -6% | 10% | -7% | -9% | i | 0.5 | 6 | 783
Cc1ccc(-n2nnnc2SCC(=O)N2Cc3ccccc3CC2C(=O)O)cc1 (configuration not stated) | 0.7% | 19% | · | -8% | 1% | 38% | -4% | i | 0.3 | 1 | 701
CCOC(=O)C1(Cc2cccc(F)c2)CCN(Cc2cnn(CC)c2C)CC1 | -0.9% | 6% | 3.9% | · | -8% | -22% | -5% | i | 0.1 | -13 | 745
CC1(C)OC(c2ccccc2)=C/C(=C/C=N/NC(=O)c2ccncc2)O1 | -3.7% | 13% | -5.9% | 0% | -4% | -6% | 6% | i | 0.8 | -4 | 608
O=C(NN1CCOCC1)c1cc(-c2cccs2)nc2ccccc12 | 0.6% | -2% | -13% | -8% | 9% | 22% | -3% | i | 0.9 | -3 | 613
O=C(NN1CC(=O)N(c2cc(Cl)cc(Cl)c2)CC1=O)c1cccs1 | -1.1% | 10% | · | 6% | 13% | -2% | -7% | i | 1.0 | 1 | 680
Cc1ccc(CC2CC(=O)N(c3ncccn3)C2=O)cc1 (configuration not stated) | -0.1% | 14% | · | 2% | 16% | 8% | -10% | i | 0.4 | 2 | 707
C/C(=N\NC(=O)CNC(=O)c1ccco1)c1ccc(Br)cc1 | 0.0% | -5% | · | -1% | -4% | 9% | -4% | i | 0.8 | -9 | 866
COC(=O)c1ccc(NC(=O)CN2C(=O)CC(C)S(=O)(=O)c3ccccc32)cc1 (configuration not stated) | -0.6% | -9% | · | -8% | 2% | 2% | 0% | i | 0.7 | -24 | 715
O=C(NC1CCCC1)c1cc(-c2cccs2)on1 | 0.7% | -217% | -0.3% | -5% | 1% | -4% | -2% | i | 1.4 | · | ·
C=CCNC(=O)NC(=O)COC(=O)/C(C#N)=C/c1cc(C)n(CC(C)C)c1C | 1.2% | -5% | -5.6% | -6% | -1% | 19% | -2% | i | 7.4 | -2 | 765
CC(C(=O)NCC1CCCCC1)N(C)Cc1cccc(Cl)c1 (configuration not stated) | -0.4% | -19% | -11% | -13% | -3% | -16% | -2% | i | 0.7 | -3 | 695
CCC(=O)OCC(=O)Nc1ccc([N+](=O)[O-])cc1OC | 0.1% | 5% | -6.4% | 1% | -2% | -8% | 3% | i | 0.7 | 1 | 739
CC1(C)Cc2cccc(OCC(N)=O)c2O1 | 3.0% | 7% | -5.1% | -5% | 0% | 12% | -3% | i | 0.3 | · | ·
O=C(NCCCc1ccccc1)c1cc([N+](=O)[O-])ccc1Cl | -0.4% | -49% | -8.2% | -3% | -5% | 31% | -5% | i | 0.3 | -15 | 599
COc1ccc(-c2nnc(SCC(=O)O)n2Cc2ccccc2)cc1 | 0.3% | 6% | · | 1% | 1% | -4% | -4% | i | 0.7 | 4 | 732
C=CCNc1cnn(-c2ccc(C)cc2)c(=O)c1Cl | 0.1% | -73% | -3.4% | -9% | -1% | 9% | -3% | i | 1.4 | · | ·
FC(F)(F)c1cc(NCc2cccs2)n2ncnc2n1 | -0.9% | -6% | 2.0% | -1% | -3% | 0% | 0% | i | 1.0 | -3 | 629
O=C1c2cccc3c([N+](=O)[O-])ccc(c23)C(=O)N1c1ccccn1 | 1.8% | 0% | -5.8% | 17% | -5% | -3% | -2% | ? | · | · | ·
COc1ccc(-c2nnn(CC(=O)N(CC(=O)NC3CCCC3)c3ccccc3F)n2)cc1OC | 0.3% | 7% | · | 0% | 12% | 9% | -1% | i | 0.4 | -21 | 826
O=C(CSc1nc2ccccc2c(=O)n1-c1ccccc1F)Nc1ccc2c(c1)CCC2 | -0.8% | 13% | -1.7% | -3% | 4% | 36% | 0% | i | 0.2 | 48 | 551
CCC(c1nnnn1CCOC)N1CCN(Cc2ccccc2OC)CC1 (configuration not stated) | -0.7% | 1% | -2.1% | 3% | 2% | -6% | -14% | i | 0.3 | · | ·
CC(=O)CC(=O)Nc1ncccn1 | -1.9% | 15% | -4.4% | 3% | 3% | 10% | -6% | i | 0.1 | 4 | 694
OCC1OC(n2cnc3c(NC4CCCCC4)ncnc32)C(O)C1O (configuration not stated) | 1.0% | -22% | -1.8% | 0% | -4% | 4% | -9% | i | 4.4 | -1 | 756
Cc1cccc(OCc2nnc(SCC(=O)Nc3cccc(C(=O)N4CCOCC4)c3)n2C)c1 | -1.2% | 15% | 1.6% | -1% | -9% | -8% | -7% | i | 0.5 | 9 | 798
COc1ccc(C(=O)NCc2nnc(SCC(=O)N3CCc4ccccc43)o2)cc1OC | -2.2% | 10% | 0.7% | -5% | 2% | 0% | -13% | i | 2.2 | 0 | 807
CC(NC(=O)Nc1ccc(Cl)cc1)C1CCCO1 (configuration not stated) | 1.6% | -24% | -3.4% | 1% | 4% | 19% | -4% | i | 0.6 | -6 | 768
CCCn1c(SCC(=O)NC2CCCC2)nc2c1c(=O)n(C)c(=O)n2C | -1.9% | -1% | · | -7% | 0% | -2% | -7% | i | 1.1 | -14 | 753
COc1ccc(Cl)cc1NC(=O)CC1S/C(=N/N=C2CCCCCC2)NC1=O (configuration not stated) | 4.6% | 3% | · | -4% | -3% | 9% | -9% | i | 0.3 | 4 | 690
CCOC(=O)C1CCCc2c1[nH]c1c(C(=O)O)cccc21 (configuration not stated) | -3.4% | 3% | -3.6% | 1% | 0% | -1% | -8% | i | 9.4 | · | ·
Clc1ccc(-c2nnc(SCc3nc(-c4ccccc4)no3)o2)cc1 | 0.8% | -5% | -5.6% | -2% | 1% | -6% | -1% | i | 2.3 | · | ·
COc1ccc2c(c1)CCCN2C(N)=Nc1ccc(Cl)cc1 | 1.4% | 6% | · | -7% | 6% | 21% | -2% | i | 0.3 | -1 | 597

Among those listed so far, 9 have an aryl thioether with sulfur outside any ring.
compound | HIV peptide binding | HEK293 NOD2/NF-kB | XIAP antagonists | Dengue-2 NS5 capping | SIAH1 antagonists | AID2073 | LYP phosphatase | Myeloid diff MLP | Myeloid diff MLP GFP+ MAC1+ % | Hep lipid drop | Hep lipid drop cells 6.5 µM
O=C(c1ccc(Cl)cc1)N1CCC(O)(CSc2ccccc2)CC1 | -0.3% | 17% | 1.2% | 9% | 8% | -4% | -9% | i | 1.0 | 0 | 638
Cc1cccc(CN2CCC(CNC(=O)CSc3cc(=O)n(C)c4cc(Cl)ccc34)CC2)c1 | 0.5% | 16% | · | -5% | 0% | 6% | 4% | i | 0.2 | -3 | 736
Cc1ccc(-n2nnnc2SCC(=O)N2Cc3ccccc3CC2C(=O)O)cc1 (configuration not stated) | 0.7% | 19% | · | -8% | 1% | 38% | -4% | i | 0.3 | 1 | 701
COc1ccc(-c2nnc(SCC(=O)O)n2Cc2ccccc2)cc1 | 0.3% | 6% | · | 1% | 1% | -4% | -4% | i | 0.7 | 4 | 732
O=C(CSc1nc2ccccc2c(=O)n1-c1ccccc1F)Nc1ccc2c(c1)CCC2 | -0.8% | 13% | -1.7% | -3% | 4% | 36% | 0% | i | 0.2 | 48 | 551
Cc1cccc(OCc2nnc(SCC(=O)Nc3cccc(C(=O)N4CCOCC4)c3)n2C)c1 | -1.2% | 15% | 1.6% | -1% | -9% | -8% | -7% | i | 0.5 | 9 | 798
COc1ccc(C(=O)NCc2nnc(SCC(=O)N3CCc4ccccc43)o2)cc1OC | -2.2% | 10% | 0.7% | -5% | 2% | 0% | -13% | i | 2.2 | 0 | 807
CCCn1c(SCC(=O)NC2CCCC2)nc2c1c(=O)n(C)c(=O)n2C | -1.9% | -1% | · | -7% | 0% | -2% | -7% | i | 1.1 | -14 | 753
Clc1ccc(-c2nnc(SCc3nc(-c4ccccc4)no3)o2)cc1 | 0.8% | -5% | -5.6% | -2% | 1% | -6% | -1% | i | 2.3 | · | ·
